Screening results as filed in PubChem BioAssay.
GAA inh: blocks human lysosomal alpha-glucosidase; Potency, µM (series often up to 76.9 µM), inactives show at the highest dose activity change, negative = inhibition, actives largely listed as inhibitors; hit rate 0.005% among 200,000; purified human GAA, 4-MU-alpha-glucoside fluorescence;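 note: plate controls were uninhibited enzyme wells for no effect and no-enzyme background for full effect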
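Human alpha-glucosidase, 4 nM, pre-mixed with test compounds before 400 uM 4-methylumbelliferyl substrate; 20 min room temperature at pH 5.0. Fluorescence read after pH 10 stop; AC50 values from Hill-equation fits.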
GoLoco inh red: RGS12 GoLoco-Gai1 interaction inhibition; P63096; Gai1:RGS12 GoLoco peptide FP, rhodamine, 10 min; Potency, µM (series often up to 61.6 µM), for inactives: top-dose activity, negative = inhibition, usual class: inhibitors; hit rate 0.44% among 230,000; active = well fitted inhibition curve with a large enough effect, not every such curve was filed as active; inactive = no such curve, though single readings can be large or run the other way; note: % is set by controls: 0 for no effect and ±100 for the full control effect; nearly all actives have a fitted effect of over 30% in size; many of its hits are not listed in these tables
Target sequence (P63096 whole entry, looked up): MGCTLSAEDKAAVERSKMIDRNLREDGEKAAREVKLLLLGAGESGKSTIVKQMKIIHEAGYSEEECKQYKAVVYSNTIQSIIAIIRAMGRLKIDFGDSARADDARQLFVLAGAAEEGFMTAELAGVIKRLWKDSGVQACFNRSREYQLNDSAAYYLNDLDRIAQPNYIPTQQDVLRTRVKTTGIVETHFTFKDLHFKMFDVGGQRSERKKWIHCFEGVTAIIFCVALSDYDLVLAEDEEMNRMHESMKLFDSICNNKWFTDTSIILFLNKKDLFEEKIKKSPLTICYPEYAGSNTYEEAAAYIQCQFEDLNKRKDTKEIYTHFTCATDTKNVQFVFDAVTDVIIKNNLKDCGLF
ALDH1A1 inh: ALDH1A1 (human) enzyme inhibition. hit rate 7.3% among 220,000. Purified ALDH1A1, NADH fluorescence, propionaldehyde substrate. P00352. AID 1030. Potency, µM (doses to about 75.3 µM), for inactives: at the top dose activity, negative = inhibition, hits mostly inhibitors; active = well fitted inhibition curve with a large enough effect, not every such curve was filed as active; inconclusive = small, poorly fitted or top-dose-only effect, or another doubt; inactive = no such curve, though single readings can be large or run the other way;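 note: plate controls were no enzyme wells and a reference inhibitor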
aGal spleen mod: inhibitors or activators of human alpha-galactosidase in spleen homogenate | human spleen homogenate, 4MU-alpha-Gal fluorescence, 40 min | AID 2107 | P06280 | hit rate 0.008% among 240,000 | Potency, µM (highest dose often 80 µM), for the others: at the highest dose activity change, negative = inhibition, hits mostly inhibitors;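 note: 0% = enzyme with vehicle and -100% = no enzyme basal signal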
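Human spleen homogenate (1 ug) as enzyme source, 4-methylumbelliferyl-alpha-D-galactopyranoside 1 mM final, citrate/phosphate pH 5.0 with 0.01% Tween-20. Compounds 40 min at 37C, NaOH/glycine stop; fluorescence Ex 365/Em 440, Hill-fit AC50.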
GAA glycogen mod: inhibitors or activators of human alpha-glucosidase glycogen cleavage; recombinant GAA, glycogen substrate, Amplex Red glucose oxidase fluorescence; Potency, µM (series often up to 76.4 µM), for the others: at the top dose activity change, negative = inhibition, hits mostly inhibitors; AID 2100; P10253; hit rate 0.38% among 300,000;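 note: 0% = full enzyme reaction and -100% = no-enzyme basal signal; the screen sought inhibitors and activators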
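Recombinant enzyme (4 nM final) with compounds titrated up to 77 uM and bovine liver glycogen (30 ug) in citrate pH 5.0, 0.01% Tween-20, 37 C 40 min. Released glucose detected by Amplex Red/glucose oxidase (Ex 573/Em 610); AC50 from Hill fits.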
JMJD2E inh: JMJD2E (human) inhibition; JMJD2E catalytic domain, FDH-coupled NADH fluorescence (FDH is formaldehyde dehydrogenase); Potency, µM (highest dose often 57.1 µM), without a hit: at the top dose activity change, negative = inhibition, most hits filed as inhibitors; hit rate 1.6% among 230,000; active = well fitted inhibition curve with a large enough effect, not every such curve was filed as active; inconclusive = small, poorly fitted or top-dose-only effect, or another doubt; inactive = no such curve, though single readings can be large or run the other way;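 note: 0% = wells with enzyme and -100% = buffer wells without enzyme; nearly all actives have a fitted effect of over 50% in size; many of its hits are not listed in these tables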
Target sequence (B2RXH2 1-337 limits assumed): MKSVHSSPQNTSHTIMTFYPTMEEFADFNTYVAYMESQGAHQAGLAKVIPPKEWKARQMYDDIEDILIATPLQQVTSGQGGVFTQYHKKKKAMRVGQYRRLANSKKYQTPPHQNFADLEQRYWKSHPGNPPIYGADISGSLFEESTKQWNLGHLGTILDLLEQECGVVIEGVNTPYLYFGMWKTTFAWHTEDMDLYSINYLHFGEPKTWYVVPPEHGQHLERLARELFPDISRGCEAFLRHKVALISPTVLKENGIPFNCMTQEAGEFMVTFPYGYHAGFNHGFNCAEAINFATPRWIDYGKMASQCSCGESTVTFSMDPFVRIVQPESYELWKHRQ
SMN2 splice up: increases expression of the SMN2 splice variant; hit rate 2.8% among 210,000; AID 1458; Potency, µM (doses to about 46.1 µM), inactives show top-dose activity change, positive = activation, usual class: activators; HEK293 SMN2-luciferase splicing reporter, luminescence, 30-36 h; note: % of control where 0% means no effect; nearly all actives have a fitted effect of over 55% in size
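HEK293 cells carry an SMN2 minigene-luciferase reporter in which exon 7 inclusion puts luciferase in frame. Cells were seeded at 2000 cells/well, attached for 10-12 hours, then exposed to compounds for 30-36 hours at 37C before ONE-Glo luminescence.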
aGlu spleen mod: inhibitors or activators of human alpha-glucosidase in spleen homogenate; hit rate 0.006% among 240,000; AID 2112; Potency, µM (top dose mostly 79.9 µM), inactives show top-dose activity change, negative = inhibition, actives largely listed as inhibitors; human spleen homogenate, 4-MU-alpha-glucoside fluorescence; P10253;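 note: 0% = enzyme with vehicle and -100% = no enzyme basal signal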
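Human spleen homogenate (1 ug) incubated with compounds and 1 mM 4-methylumbelliferyl-alpha-D-glucopyranoside in pH 5.0 citrate/phosphate buffer, 37 C, 40 min. Stopped at pH 10; 4-MU fluorescence (Ex 365/Em 440 nm); AC50 by Hill fit.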
Active calls of the source: *; ? = inconclusive; . = not tested or not shown; & = joins results of further samples; [ ] = another dose, or the depositor's remark. Unless noted, calls come from the whole dose curve; as a rule, active = well fitted curve in the direction sought with a large enough effect; inconclusive = small, poorly fitted or top-dose-only effect, or another doubt; inactive = no such curve, though single readings can be large; an effect the other way counts as inactive or inconclusive. Potency is the fitted concentration of half-maximal effect. Only part of the results is shown; rates above refer to the full screens.

compound	ALDH1A1 inh	GAA inh	aGal spleen mod	aGlu spleen mod	JMJD2E inh	GAA glycogen mod	GoLoco inh red	SMN2 splice up
Cc1nn(C2CCOC(C)(C)C2)c2c1C(c1ccc3c(c1)OCO3)SCC(=O)N2 (stereo not given)	-4%	4%	6%	1%	2%	4%	3%	-11%
O=C(CCc1nc(-c2ccccc2F)no1)N1CCC2(CC1)OCCO2	-2%	8%	11%	4%	8%	2%	-1%	4%
C[C@@H](N)Cc1cnc[nH]1	?	.	?	-7%&5%&2%	-2%&-8%	.	11%&11%&5%	-15%&-6%
O=C1NC(=O)N(c2ccc(Br)cc2)C(=O)/C1=C/c1ccsc1	?	3%	0%	-3%	-9%	-2%	30%[activator]	.
C[N+](=O)[O-]	10%	.	-12%	1%	.	.	-7%	3%
Cc1ccccc1CN1CCN(C(=O)Cc2ccccc2)CC1	-8%	11%	-4%	-4%	?	20%	-6%	3%
C[C@@H]1CCc2cc(F)cc3c(=O)c(C(=O)O)cn1c23	6%[20.9 µM]	.	9%[29.1 µM]	-3%[29.1 µM]	43%[activator][25.5 µM]	.	2%[21.6 µM]	9%[20.6 µM]
COc1ccc(C(=O)C2CN(C)CC2c2ccc(Cl)cc2)cc1 (stereo not given)	?	10%	0%	-3%	0%	8%	-1%	-10%
COc1ccc(-n2c(O)c(/C=C/C=Nc3ccccc3)c(=O)[nH]c2=O)cc1	-7%	-7%	-2%	-7%	-21%	6%	175%[activator]	6%
CCCCC1(CN2CCCC2=O)C(=O)NC(=O)NC1=O	6%	-1%	3%	3%	4%	2%	-2%	1%
O=C(N/N=C/c1cccc([N+](=O)[O-])c1)c1cnccn1	8%	3%	-5%	4%	0%	1%	-2%	?
CNNC	?	.	-14%	0%	?	.	28%	-7%
CCOC(=O)CSCCOc1ccc(C=C2C(=O)NC(=O)NC2=O)cc1OC	13µM*	6%	-4%	-1%	?	2%	5%	-2%
CC(=NCCN1CCCCC1)c1c(O)n(-c2ccccc2)c(=O)[nH]c1=O	.	.	7%	-8%	-3%	-8%	-12%	.
CC(C)n1c(/C=C\[C@@H](O)C[C@@H](O)CC(=O)O)c(-c2ccc(F)cc2)c2ccccc21	?	.	-9%[29.1 µM]	-6%[29.1 µM]	?	.	7%[21.6 µM]	?

Remaining list, next part
compound	ALDH1A1 inh	GAA inh	aGal spleen mod	aGlu spleen mod	JMJD2E inh	GAA glycogen mod	GoLoco inh red	SMN2 splice up
ClC1=C(Cl)C2(Cl)C3C4C=CC(C4)C3C1(Cl)C2(Cl)Cl (stereo not given)	6%&-2%	.	10%&3%	4%&4%	-9%	.	0%&-19%	-3%&-1%
COc1ccc(C(=O)c2nc3ccccc3n2C(C)C)cc1	0%	-2%	3%	0%	?	6%	-14%	.
Cc1ccnc(-n2c(-c3ccccc3)nc3ccccc3c2=O)c1	-9%	-1%	2%	0%	3%	9%	0%	-9%
CCCCn1c(-c2ccoc2C)n[nH]c1=S	?	0%	8%	-1%	-6%	-8%	6%	-21%
O=P1(Oc2ccccc2)OCCCS1 (stereo not given)	-9%	-1%[15.4 µM]	3%	-2%	0%	3%	1%	.
COc1ccc(C(=O)C2CCCN(C3CSCCSC3)C2)c(OC)c1 (stereo not given)	14µM*	2%	-1%	1%	-12%	11%	29%	.
CN(C)c1ccc(CN2CC=C(c3ccc(F)cc3)CC2)cc1	-13%	-7%	17%	-22%	0%	-12%	-4%	3%
Cc1ccc2c(c1)C1CN(C)CCC1N2C(=O)Cn1cnc2c1c(=O)n(C)c(=O)n2C (stereo not given)	7%	-1%	1%	5%	8%	2%	4%	-11%
CCN(CC)CCCC(C)N=C(c1ccccc1)c1c(O)n(C)c(=O)n(C)c1=O (stereo not given)	2%	6%	5%	8%	0%	8%	.	.
COc1ccc2c(c1)NP(=S)(Oc1ccccc1)N2 (stereo not given)	.	.	-4%	8%	?	?	-3%	.
COc1ccccc1CN1CCCCC1c1cccnc1 (stereo not given)	10%	?	8%	-20%	4%	4%	6%	7%
CC1(C)CC2(CCO1)NCCN1C(=O)CSC12 (stereo not given)	2%	0%	4%	2%	-2%	-3%	-15%	-9%
O=C(O)CC1OCC=C2CN3CCC45c6ccccc6NC4C1C2CC35 (stereo not given)	.	.	8%	-17%	-10%	-4%	2%	.
CCCCn1c(O)c(/C(C)=N/NC(=O)Nc2ccccc2)c(=O)[nH]c1=O	-8%	3%[15.4 µM]	4%	3%	13%	-18%	9%	.
O=C1CC(CSc2ccc(Cl)cc2)=NN1	.	.	7%	7%	7%	?	13%	.

Whole records as entered above:
CN(C)c1ccc(CN2CC=C(c3ccc(F)cc3)CC2)cc1 is listed with ALDH1A1 inh = -13%; GAA inh = -7%; aGal spleen mod = 17%; aGlu spleen mod = -22%; JMJD2E inh = 0%; GAA glycogen mod = -12%; GoLoco inh red = -4%; SMN2 splice up = 3%
O=C(O)CC1OCC=C2CN3CCC45c6ccccc6NC4C1C2CC35 (stereo not given) is listed with ALDH1A1 inh = .; GAA inh = .; aGal spleen mod = 8%; aGlu spleen mod = -17%; JMJD2E inh = -10%; GAA glycogen mod = -4%; GoLoco inh red = 2%; SMN2 splice up = .

The listing continues:
compound	ALDH1A1 inh	GAA inh	aGal spleen mod	aGlu spleen mod	JMJD2E inh	GAA glycogen mod	GoLoco inh red	SMN2 splice up
CN1C[C@@H]2C[C@@H](c3cccn3-c3ccccn3)N3CCC[C@@]23C1=O	12%	-3%	0%	-8%	-8%	-5%	-38%	.
S=C1Nc2ccccc2Sc2ccccc21	10µM*	0%	-2%	0%	-9%	-17%	7%	-8%
CC(C)CCn1c(=O)c(C(=O)Nc2ccccc2S(N)(=O)=O)c(O)c2ccccc21	?	-13%	7%	-2%	?	5%	5%	-73%[inhibitor]
Cc1ccc(C)c(C2(O)CC(C)N(C)CC2C)c1 (stereo not given)	1%	0%	-5%	4%	-2%	-5%	-5%	12%
COc1ccccc1-n1c(O)c(C=NCc2ccc3c(c2)OCO3)c(=O)[nH]c1=O	-10%	-9%	0%	-6%	-21%	7%	24%	35%
O=P1(N(CCCl)CCCl)NCCCO1 (stereo not given)	-4%&-9%&-10%	.	-13%&-3%&4%	-8%&-7%&-6%	9%	12%[76.3 µM]	13%&1%&-25%&-3%	-12%&-3%&4%
CC(C)Sc1nnc(OC(=O)N(C)C)n1-c1ccccc1	.	.	-4%	-2%	6%	5%	5%	.
CC(=O)Nc1ccc(NC(=O)Oc2ccccc2)cc1	?	-6%	11%	-3%	10%	5%	3%	2%
COC(=O)c1sc2nc(SCc3cccc(F)c3)n(N)c(=O)c2c1C	?	?	2%	-3%	3%	11%	-12%	-7%
COC1C=CC23c4cc5c(cc4CN(CC2O)C3C1)OCO5 (stereo not given)	0%	.	14%	9%	-18%	.	2%	-85%[inhibitor]
COc1ccc(/C=C2\C(=O)NC(=O)N(CCC3=CCCCC3)C2=O)c(OC)c1	0.32µM*	-4%	3%	-11%	-3%	1%	39%[activator]	-10%
C=C(Cl)CSC(=S)N(CC)CC	?	.	-5%	5%	.	.	-3%	3%
CCOCCN1CCC(OC(C)=O)C(C)C1 (stereo not given)	7%	3%	-3%	-1%	2%	4%	-5%	-6%
CC(=O)OC1C2C(OC(=O)Cc3ccccc3)C(C)CC2(OC(C)=O)C(=O)/C(C)=C/C2C(CC[C@@]13CO3)C2(C)C (stereo not given in full)	-4%	.	5%	8%	?	.	4%	0%
CSCCC(N=Cc1c(O)n(-c2ccc(Cl)cc2)c(=O)[nH]c1=O)C(=O)OC(C)(C)C (stereo not given)	?	-19%	-1%	0%	-4%	4%	5%	?

Other results follow.
compound	ALDH1A1 inh	GAA inh	aGal spleen mod	aGlu spleen mod	JMJD2E inh	GAA glycogen mod	GoLoco inh red	SMN2 splice up
Cc1ccc(/C=C2\C(=O)NC(=S)N(c3ccccc3F)C2=O)s1	8.9µM*	-1%	-4%	-5%	-1%	-8%	318%[activator]	5%
CCOCCc1c(O)[nH]c(=S)[nH]c1=O	-4%	8%	-5%	-2%	4%	11%	79%[activator]	.
COc1ccc(/C=C2\C(=O)NC(=O)N(Cc3ccccc3)C2=O)c(OC)c1OC	10µM*	7%	-11%	-4%	-9%	-7%	35%[activator]	7%
CC(C)CCNC(=O)c1c(N)n(CC2CCCO2)c2nc3ccccc3nc12 (stereo not given)	?	?	26%	-6%	?	-7%	3%	4%

Structural class: the entries above with four or more nitrogen atoms
compound	ALDH1A1 inh	GAA inh	aGal spleen mod	aGlu spleen mod	JMJD2E inh	GAA glycogen mod	GoLoco inh red	SMN2 splice up
O=C(N/N=C/c1cccc([N+](=O)[O-])c1)c1cnccn1	8%	3%	-5%	4%	0%	1%	-2%	?
CC(=NCCN1CCCCC1)c1c(O)n(-c2ccccc2)c(=O)[nH]c1=O	.	.	7%	-8%	-3%	-8%	-12%	.
Cc1ccc2c(c1)C1CN(C)CCC1N2C(=O)Cn1cnc2c1c(=O)n(C)c(=O)n2C (stereo not given)	7%	-1%	1%	5%	8%	2%	4%	-11%
CCN(CC)CCCC(C)N=C(c1ccccc1)c1c(O)n(C)c(=O)n(C)c1=O (stereo not given)	2%	6%	5%	8%	0%	8%	.	.
CCCCn1c(O)c(/C(C)=N/NC(=O)Nc2ccccc2)c(=O)[nH]c1=O	-8%	3%[15.4 µM]	4%	3%	13%	-18%	9%	.
CN1C[C@@H]2C[C@@H](c3cccn3-c3ccccn3)N3CCC[C@@]23C1=O	12%	-3%	0%	-8%	-8%	-5%	-38%	.
CC(C)Sc1nnc(OC(=O)N(C)C)n1-c1ccccc1	.	.	-4%	-2%	6%	5%	5%	.
CC(C)CCNC(=O)c1c(N)n(CC2CCCO2)c2nc3ccccc3nc12 (stereo not given)	?	?	26%	-6%	?	-7%	3%	4%
